RECQ1 inh – blocks DNA unwinding by human RECQ1; P46063; RECQ1 DNA unwinding, red fluorescence kinetic read; Potency, µM (series often up to 57.3 µM), without a hit: top-dose activity, negative = inhibition, most hits filed as inhibitors; 240,000 tested, 0.54% active; AID 2549;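 further: plate controls were vehicle for no effect and no enzyme for full effect; nearly all actives have a fitted effect of over 30% in size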
Target sequence (P46063 whole entry, looked up): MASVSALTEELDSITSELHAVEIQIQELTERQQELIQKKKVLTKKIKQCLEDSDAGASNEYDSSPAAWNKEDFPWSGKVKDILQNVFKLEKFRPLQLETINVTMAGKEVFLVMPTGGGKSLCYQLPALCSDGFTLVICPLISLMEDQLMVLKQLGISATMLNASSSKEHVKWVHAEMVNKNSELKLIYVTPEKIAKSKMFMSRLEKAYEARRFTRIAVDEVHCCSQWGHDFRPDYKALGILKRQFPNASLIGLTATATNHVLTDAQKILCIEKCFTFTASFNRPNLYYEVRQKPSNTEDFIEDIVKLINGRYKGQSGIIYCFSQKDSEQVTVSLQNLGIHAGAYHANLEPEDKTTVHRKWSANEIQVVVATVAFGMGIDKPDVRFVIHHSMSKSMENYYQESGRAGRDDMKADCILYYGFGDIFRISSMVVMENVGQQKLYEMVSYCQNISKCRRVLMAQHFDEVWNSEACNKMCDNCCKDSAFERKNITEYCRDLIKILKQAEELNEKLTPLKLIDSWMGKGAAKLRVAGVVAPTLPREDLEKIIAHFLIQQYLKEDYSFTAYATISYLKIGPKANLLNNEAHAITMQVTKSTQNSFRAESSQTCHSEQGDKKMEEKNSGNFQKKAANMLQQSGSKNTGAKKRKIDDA
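50 nM RECQ1T1 preincubated 15 min with compound in Tris pH 8.0 buffer with MgCl2, DTT, Tween-20 and 2.5 ug/ml poly(dI-dC); started with 200 nM TAMRA/BHQ-2 forked duplex and 2 mM ATP. Unwinding read as fluorescence (525/598 nm), two reads 2 h apart.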
Epigenetic reg – regulators of epigenetic silencing causing reporter derepression in mouse cells. murine LDR cells, GFP reporter derepression, 30 h. Potency, µM (doses to about 53.9 µM), inactives show at the highest dose GFP activation, hits mostly activators. 280,000 tested, 0.2% active; further: % of control where 0% means no effect; nearly all actives have a fitted effect of over 60% in size
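In this reporter-derepression format, murine cells bearing a silenced integrated CMV-GFP locus incubate with test compound (30 h, 37 C), then are washed and imaged; fluorescent objects of 20–120 um count as induced cells.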
* hit, by the source's call; ? = inconclusive; / = not tested or not shown. The call rests on the fitted dose curve; in most records, active means well fitted curve in the direction sought with a large enough effect; inconclusive means small, poorly fitted or top-dose-only effect, or another doubt; inactive means no such curve, though single readings can be large; an effect the other way counts as inactive or inconclusive. Potency means the concentration at half of the fitted maximal effect.

SMILES	RECQ1 inh	Epigenetic reg
COc1ccc(C(CC(=O)NCc2ccccc2Cl)N2Cc3ccccc3C2=O)cc1OC (stereo not drawn)	/	-1.6%
O=C(NCc1ccccc1F)c1cc2ccccn2n1	/	3.5%
COc1cccc(C(=O)N2CCC(c3nc4ccccc4s3)CC2)c1	/	-3.2%
CCc1ccc(CSc2nc(-c3ccccc3F)nc3c2Cc2c(CO)cnc(C)c2O3)cc1	/	3.8%
COc1cc(OC)c(N(C)C(=O)c2nn(C)c3c2CSc2ccccc2-3)cc1Cl	/	-3.6%
O=C(c1noc2c1CCCCC2)N1CCN(c2ccc(Cl)cc2)CC1	/	-1.3%
COc1cccc(N2CCN(C(=O)c3cccn3-c3nnc(N4CCCCC4)s3)CC2)c1	/	0.6%
O=C(NCC(c1ccc(Cl)cc1)N1CCCCC1)c1ccccc1 (stereo not drawn)	/	0.0%
Cc1ccc(-n2ncc(C(=O)N3CCN(c4cccc(C)c4C)CC3)c2C2CCNCC2)c(C)c1	/	1.1%
COc1cccc(NC(=O)CN(Cc2ccccc2)S(=O)(=O)c2ccc3nc(C)sc3c2)c1	/	1.5%
CCC(Sc1nc2ncccc2o1)C(=O)Nc1cccc(C)c1 (stereo not drawn)	/	0.0%
O=C(COc1ccccc1F)Nc1nnc(SCc2cc(=O)c3ccccc3[nH]2)s1	/	3.5%
Cc1ccc(Cl)cc1NC(=O)Nc1nnc(N2CCCC(C)C2)s1 (stereo not drawn)	/	3.0%
O=C(CN1C(=O)C2CCCCN2c2ccc(C(=O)N3CCCC3)cc21)NCc1ccccc1 (stereo not drawn)	/	-0.6%
CCCn1c2ccccc2c2cnn(CC(=O)NCc3cc(OC)ccc3OC)c(=O)c21	/	-1.2%

The final three records of the part above are carried over, then new ones follow:
SMILES	RECQ1 inh	Epigenetic reg
Cc1ccc(Cl)cc1NC(=O)Nc1nnc(N2CCCC(C)C2)s1 (stereo not drawn)	/	3.0%
O=C(CN1C(=O)C2CCCCN2c2ccc(C(=O)N3CCCC3)cc21)NCc1ccccc1 (stereo not drawn)	/	-0.6%
CCCn1c2ccccc2c2cnn(CC(=O)NCc3cc(OC)ccc3OC)c(=O)c21	/	-1.2%
COc1ccc(C(=O)Nc2ccc3c(c2)CCCN3C(=O)c2cccs2)c(OC)c1	/	-0.6%
CCOc1ccc2nc(NC(=O)CS(=O)(=O)c3ccc(Cl)cc3)sc2c1	/	1.6%
CCc1c(C)sc2c1CCN(C(=O)Nc1ccc(F)c(Cl)c1)C2c1ccc(F)cc1 (stereo not drawn)	/	-6.6%
Cc1ccc(CNCc2c(C(=O)O)n(Cc3ccc(C)cc3)c3cc(C)ccc23)cc1	/	-0.1%
CCc1ccc(NC(=O)CSc2ccnc(=O)[nH]2)cc1	/	1.9%
COc1ccc(CNC(=O)C(=O)NCC(c2cccnc2)N2CCN(c3ccccc3)CC2)cc1 (stereo not drawn)	/	1.4%
O=C(CSc1ccc(-c2cccs2)nn1)Nc1cccc(F)c1	/	9.5%
CCCCN(CC)C(=O)C1CCCN(c2ncnc3c2nc2n3CCCCC2)C1 (stereo not drawn)	/	-0.4%
Cc1ccc(NC(=O)/C=C\C(=O)N(c2ccc(C(C)C)cc2)C(C(=O)NCc2ccco2)c2ccc(F)cc2)cc1 (stereo not drawn)	/	2.9%
COc1ccc(-c2noc(N3CCN(c4ccc(C)cc4)C(C)C3)n2)cc1OC (stereo not drawn)	/	-1.2%
CCOC(=O)c1ccc(N2CCN(c3cc(Cl)ccc3C)CC2)c(NC(=O)Nc2ccc(OCC)cc2)c1	/	1.8%
COc1ccc(C)cc1NC(=O)c1cc(S(=O)(=O)NCCC2=CCCCC2)ccc1F	/	1.6%
COc1ccc(OC)c(CNC(=O)c2ccccc2NC(=O)c2nsc3ccccc23)c1	/	?
CC1CCN(c2cc3c(cc2F)c(=O)c(S(=O)(=O)c2cccc(Cl)c2)cn3Cc2ccccc2)CC1	/	-1.2%
CCN1c2ccccc2-c2nc(SCC(=O)Nc3cc(OC)cc(OC)c3)ncc2S1(=O)=O	/	4.1%
CCc1ccc(NCc2cc3cc(OC)c(OC)cc3n(CC(=O)Nc3cc(C)ccc3C)c2=O)cc1	/	?
CC(C)(C)OC(=O)N1CCC(c2c(C(=O)N3CCN(C(=O)c4ccco4)CC3)cnn2-c2cccc(F)c2)CC1	/	-1.3%
Cc1ccc2onc(CC(=O)N3CCN(c4cccc(Cl)c4)CC3)c2c1	/	1.4%
O=C(Nc1nc2c(F)cc(F)cc2s1)c1ccc(S(=O)(=O)N2CCc3ccccc32)cc1	/	-3.7%
Cc1cccc(OCC(=O)Nc2ccccc2C(=O)OCc2cc(=O)n3nc(C)sc3n2)c1	/	-3.1%
CCn1ccc2c(OCC(=O)Nc3ccc(OC)cc3OC)cccc2c1=O	/	0.0%
COc1ccc(NC(C)=O)cc1NC(=O)C1(c2cccs2)CCOCC1	/	0.0%
Cc1ccccc1CNC(=O)CCSCc1cnn(-c2ccccc2)c1-n1cccc1	/	11%
COc1ccc(CN(Cc2ccco2)c2cnc(S(C)(=O)=O)nc2C(=O)Nc2ccc(C)c(Cl)c2)cc1	/	0.0%
CCC(=O)Nc1cccc(OCc2cc(=O)n3cc(C)ccc3n2)c1	/	4.1%
O=C(NCc1ccccc1)C(=O)NCC(c1cccs1)S(=O)(=O)c1ccccc1 (stereo not drawn)	/	1.4%
CCC1CCCCN1C(=O)CSc1nc2c([nH]c3ccccc32)c(=O)n1-c1ccc(OC)cc1 (stereo not drawn)	/	0.0%
Cc1cc(C)cc(NC(=O)CCCc2nc(-c3ccccc3Cl)no2)c1	/	-2.4%
COCCNC(=O)CSc1nnc2[nH]c(=O)cc(C)n12	/	5.3%
Cc1ccc(CNC(=O)c2cc(C)nc3c2c(C)nn3-c2ccc(C)cc2)cc1	/	6.1%
Cc1cc(C)cc(NC(=O)c2sc3nc[nH]c(=O)c3c2C)c1	/	1.4%
Cc1nn(CC(=O)NC2CCC(C)CC2)c(=O)c2c1sc1ccccc12 (stereo not drawn)	/	2.7%
CCc1ccc(NC(=O)Cn2ccn(-c3cccc(Cl)c3)c(=O)c2=O)cc1	/	0.8%
CCOc1ccc(-n2c(C)nc3cc(C(=O)NCc4ccc(C)cc4)ccc32)cc1	/	-1.2%
CCC(=O)N1c2nc(C(C)C)nn2C2(CCCCC2)[C@@H]2CCCC[C@@H]21	/	-4.8%
CCC(CC)C(=O)N1CCc2cc(OC)c(OC)cc2C1COc1ccccc1OC (stereo not drawn)	/	4.8%
Cc1ccccc1N(C)S(=O)(=O)c1nnc(NC(=O)c2ccccc2F)s1	/	0.0%
CCOc1ccc(C(=O)Nc2ccc3nn(-c4ccc(OC)c(Cl)c4)nc3c2)cc1	/	3.2%
Cc1ccc(C(C)C)c(OCC(=O)NCC2(N(C)C)CCCCC2)c1	/	1.6%
COCC(C)Nc1ncnc2c1cnn2-c1ccc(C)c(C)c1 (stereo not drawn)	/	1.6%
Cn1nc(C(=O)Nc2cc(F)ccc2F)c2c1-c1ccccc1SC2	/	-3.4%
COc1cccc2sc(NC(=O)CS(=O)(=O)c3ccc(C)cc3)nc12	/	2.6%
CCOC(=O)CSc1nc2cc3c(cc2c(=O)n1Cc1ccc(C(=O)NCCc2ccc(OC)c(OC)c2)cc1)OCO3	/	0.0%
Cc1cccc(NC(=O)Cn2c(=O)n(-c3ccccc3Cl)c(=O)c3c(C)c(C(=O)N(C)C)sc32)c1	/	-0.5%
CC(=O)N1c2ccc(S(=O)(=O)Nc3ccc(Cl)cc3C)cc2CC1C (stereo not drawn)	/	-1.1%
CCCCNC(=O)CSC1=Nc2ccccc2C2=NC(CCC(=O)NCc3ccccc3OC)C(=O)N12 (stereo not drawn)	/	2.8%
COc1ccc(-c2ccc(NS(=O)(=O)c3ccccc3Cl)cc2)nn1	/	0.0%
COc1ccc(C(=O)NC(c2ccccc2Cl)c2cc(Cl)c3cccnc3c2O)cc1 (stereo not drawn)	/	0.0%
Cc1c(C(=O)NCc2ccccc2Cl)sc2nc3n(c(=O)c12)CCCC3	/	1.1%
COc1ccc(OC)c(NC(=O)c2cc3cc(C)ccc3n2C)c1	/	-1.6%
O=C(Cn1c2ncccc2c(=O)n1-c1ccccc1)NCc1ccccc1	/	-0.2%
COc1ccc(CCNC(=O)c2ccc3c(c2)nc2n3CCOC2)cc1OC	/	-3.1%
COc1ccc(CCC(=O)NCc2ccc3c(c2)CCN3C(=O)c2ccc(Cl)cc2)cc1	/	0.0%
COc1cccc(CNC(=O)c2cc(S(=O)(=O)N3CCCCC3)c[nH]2)c1	/	-0.8%
CCOC(=O)c1c(C)[nH]c(C)c1S(=O)(=O)N1CCCC(C(=O)Nc2ccc(F)cc2F)C1 (stereo not drawn)	/	-0.9%
Cc1cccc(N2CCn3c2nc2c3c(=O)n(CCCc3ccccc3)c(=O)n2C)c1	/	0.0%
C=C(C)Cn1c(=O)c2c(nc3n2CCN3c2ccc(CC)cc2)n(C)c1=O	/	2.8%
CCOc1cccc(C2c3[nH]c4ccccc4c3CCN2C(=O)CCC2CCCC2)c1 (stereo not drawn)	/	-0.1%
Cc1cccc(NC(=O)C(=O)NCCc2csc(-c3ccc(C(F)(F)F)cc3)n2)c1C	/	1.4%
CCc1ccc(CNC(=O)CCCN2C(=O)CCn3nc(-c4cccn4C)cc32)cc1	/	0.0%
Further entries.
SMILES	RECQ1 inh	Epigenetic reg
CCOc1ccc(OCC)c(Nc2cc(C)nc3nc(-c4ccco4)nn23)c1	/	-6.2%
CC(=O)c1ccc(N2CCN(C(=O)NCc3noc4ccc(C)cc34)CC2)cc1	/	1.0%
COc1ccc(N2CCN(C(=O)c3ccc(NC(=O)c4nsc5ccccc45)cc3)CC2)cc1	/	-2.2%
CCCS(=O)(=O)N1CC(=O)N(c2ccc(Cl)cc2)C(C)(C(=O)NC2CCCC2)C1 (stereo not drawn)	/	0.0%
O=C(Cn1c(=O)oc2cc(S(=O)(=O)N3CCCC3)ccc21)Nc1ccc(OC(F)(F)F)cc1	/	-1.1%
COc1ccc2c(CNC3CCCC3)c(C(=O)O)n(Cc3ccccc3C)c2c1	/	-4.2%
O=c1c(NCCc2ccc(Cl)cc2)nccn1-c1ccccc1	/	3.0%
CCOc1cc(C(=O)Nc2ccc3nc(Nc4cccc(Cl)c4)cc(C)c3c2)cc(OCC)c1OCC	/	-1.2%
COc1ccc(C)c2sc(NC(=O)c3ccc(S(=O)(=O)N4CCCCC4)cc3)nc12	/	7.6%
CC(=O)c1ccc(NC(=O)CCCc2nc(-c3cccc(C)c3)no2)cc1	/	-3.1%
CCCCn1cc(S(=O)(=O)c2ccc(CC)cc2)c(=O)c2cc(F)c(N3CCCC(C)C3)cc21 (stereo not drawn)	/	-1.2%
CC(C)CC(=O)Nc1nnc(S(=O)(=O)N(CC(C)C)c2ccccc2)s1	/	5.6%
CCc1ccc(S(=O)(=O)c2nnn3c2nc(NC(C)C)c2sccc23)cc1	/	2.6%
O=C(CNC(=O)c1ccccc1F)OCc1cc(=O)n2nc(C3CCCCC3)sc2n1	/	0.0%
COc1ccccc1C(=O)Nc1nc2ccc(S(=O)(=O)N3CCCC3)cc2s1	/	6.8%

Exported with values under each structure: four of the compounds above
Each structure is followed by: RECQ1 inh, Epigenetic reg
CCCS(=O)(=O)N1CC(=O)N(c2ccc(Cl)cc2)C(C)(C(=O)NC2CCCC2)C1 (stereo not drawn)
→ /, 0.0%
O=C(Cn1c(=O)oc2cc(S(=O)(=O)N3CCCC3)ccc21)Nc1ccc(OC(F)(F)F)cc1
→ /, -1.1%
COc1ccc2c(CNC3CCCC3)c(C(=O)O)n(Cc3ccccc3C)c2c1
→ /, -4.2%
O=c1c(NCCc2ccc(Cl)cc2)nccn1-c1ccccc1
→ /, 3.0%

Continued.
SMILES	RECQ1 inh	Epigenetic reg
COc1ccc(CNc2ncnc3onc(-c4ccc(F)cc4)c23)cc1	/	-1.3%
CCCCOc1ccc(C2C(=O)N(C3CCCCC3)CC(=O)N2C2CCCCC2)cc1 (stereo not drawn)	/	0.8%
CCCCN(C)CCCNC(=O)CN1N=C(c2ccc(OC)cc2)CCC1=O	/	0.0%
CC(=O)Nc1cccc(NC(=O)CSc2nccn2C2CCCC2)c1	/	-0.2%
O=C(O)Cn1nnc(-c2ccc(OCc3cccc(C(F)(F)F)c3)cc2)n1	/	-2.4%
COC(=O)c1scc(-c2ccc(C)cc2)c1S(=O)(=O)Nc1cc(Cl)ccc1C	/	0.0%
CC(=O)c1ccc(NS(=O)(=O)c2ccc3[nH]c4c(c3c2)CCCCCC4)cc1	/	1.1%
Cc1nn2c(=O)cc(COC(=O)c3ccccc3NC(=O)COc3ccccc3C)nc2s1	/	-3.4%
Nc1ccc(S(=O)(=O)Nc2cccc3cccnc23)cc1	-10%	/
CC[C@H](NC(=O)[C@H](CCC(=O)O)NC(=O)[C@H](CCC(=O)O)NC(=O)[C@H](CC(=O)O[S+](=O)([O-])c1cccc2c(NCCN)cccc12)NC(=O)[C@H](CCC(=O)O)NC(=O)[C@H](CC(=O)O)NC(C)=O)C(=O)ON[C@@H](C)C(=O)N[C@@H](CO)C(=O)N[C@@H](CCCCNC(=O)c1ccc(N=Nc2ccc(N(C)C)cc2)cc1)C(N)=O	-6%	/
O=c1c(O)c(-c2ccccc2O)oc2cc(O)cc(O)c12	-4%	/
CC(C)COC(=O)N1C(COCc2ccccc2)CCC=CS1(=O)=O (stereo not drawn)	-7%	/
OC1OC[C@@H](O)[C@@H](O)[C@@H]1O (stereo partly drawn)	-19%	/

High-throughput results from PubChem.

A portion of the library (hit frequency here may not be typical).
